SENP1 inh: blocks the human SENP1 SUMO protease catalytic domain; Q9P0U3; recombinant SENP1 catalytic domain, CyPet-SUMO1-YPet FRET cleavage; 360,000 compounds, 0.21% hits; AID 624204; inhibition, % at 10 µM;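 active = inhibition at least 30% at 10 µM, raw YFP signal under a set limit, fluorescence ratio 0.5 to 1.5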;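 also: 0% = enzyme with DMSO and 100% = no enzyme wells; some results filed as inactive read as strong as hits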
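Test system: human SENP1 catalytic domain; medium: Tris pH 8 buffer plus EDTA, NaCl, BME, BSA, NP40, catalase; incubation: 50 min reaction at room temperature; technique: FRET, CFP and YFP emission; controls: no-enzyme low control and enzyme-plus-DMSO high control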
SENP8 block-1: SENP8 protease inhibition; purified SENP8, Z-RLRGG-aminoluciferin cleavage, luminescence; 330,000 compounds, 1.2% hits; AID 2540; Q96LD8; inhibition, % at 10 µM; in the data active = inhibition above about 50%
SENP7 block: SENP7 protease inhibition; recombinant SENP7, Z-RLRGG-aminoluciferin luminescence, 40 min; AID 434973; inhibition, % at 5 µM; Q9BQF6; 330,000 compounds, 1.5% hits;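 active = inhibition above about 50% at the single test dose, limit read from the data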;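 also: plate controls were DMSO with enzyme for no effect and no enzyme buffer wells for full effect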
SENP6 inh: SENP6 protease inhibition | Q9GZR1 | Recombinant SENP6 catalytic domain, aminoluciferin luminescence | inhibition, % at 10 µM | 330,000 compounds, 1.8% hits | AID 2599;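 active = inhibition above about 50% at the single tested dose, limit read from the data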;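 also: plate controls were DMSO wells with enzyme for no effect and DMSO wells lacking enzyme for full effect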
UBC13 inh: inhibitors of human UBC13 polyubiquitin chain formation. P61088. TR-FRET. inhibition, % at 20 µM. 330,000 compounds, 0.47% hits. AID 485273; in the data active = inhibition above about 45%, passing the limit was not always enough
APOBEC3G inh: APOBEC3G (human) deaminase inhibition; 330,000 compounds, 0.28% hits; inhibition, % at 20 µM; recombinant A3G, ssDNA deamination FAM/TAMRA fluorescence; Q9HC16;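 active = inhibition of at least 40% at 20 µM, with no more than 30% in the related APOBEC3A deaminase screen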;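 also: plate controls were DMSO wells with A3G for no effect and wells lacking A3G enzyme for full effect; some compounds called inactive have numbers as strong as hits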
SENP8 block-2: SENP8 (human) protease inhibition; inhibition, % at 20 µM; AID 602440; 360,000 compounds, 0.64% hits; recombinant SENP8, Nedd8 substrate fluorescence; Q96LD8; in the data active = inhibition mostly above about 40%, no sharp cut-off; inactive = mostly below about 27%
Apaf-1 inh: blocks human Apaf-1 apoptosome activity; 330,000 compounds, 0.71% hits; O14727; reconstituted apoptosome caspase-3 activity, DEVD-Rh110 fluorescence; inhibition, % at 20 µM; active = inhibition of at least 40% at 20 µM;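 also: plate controls were DMSO wells for no effect and DEVD-CHO caspase inhibitor wells for full effect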
Target sequence (O14727 whole entry, looked up): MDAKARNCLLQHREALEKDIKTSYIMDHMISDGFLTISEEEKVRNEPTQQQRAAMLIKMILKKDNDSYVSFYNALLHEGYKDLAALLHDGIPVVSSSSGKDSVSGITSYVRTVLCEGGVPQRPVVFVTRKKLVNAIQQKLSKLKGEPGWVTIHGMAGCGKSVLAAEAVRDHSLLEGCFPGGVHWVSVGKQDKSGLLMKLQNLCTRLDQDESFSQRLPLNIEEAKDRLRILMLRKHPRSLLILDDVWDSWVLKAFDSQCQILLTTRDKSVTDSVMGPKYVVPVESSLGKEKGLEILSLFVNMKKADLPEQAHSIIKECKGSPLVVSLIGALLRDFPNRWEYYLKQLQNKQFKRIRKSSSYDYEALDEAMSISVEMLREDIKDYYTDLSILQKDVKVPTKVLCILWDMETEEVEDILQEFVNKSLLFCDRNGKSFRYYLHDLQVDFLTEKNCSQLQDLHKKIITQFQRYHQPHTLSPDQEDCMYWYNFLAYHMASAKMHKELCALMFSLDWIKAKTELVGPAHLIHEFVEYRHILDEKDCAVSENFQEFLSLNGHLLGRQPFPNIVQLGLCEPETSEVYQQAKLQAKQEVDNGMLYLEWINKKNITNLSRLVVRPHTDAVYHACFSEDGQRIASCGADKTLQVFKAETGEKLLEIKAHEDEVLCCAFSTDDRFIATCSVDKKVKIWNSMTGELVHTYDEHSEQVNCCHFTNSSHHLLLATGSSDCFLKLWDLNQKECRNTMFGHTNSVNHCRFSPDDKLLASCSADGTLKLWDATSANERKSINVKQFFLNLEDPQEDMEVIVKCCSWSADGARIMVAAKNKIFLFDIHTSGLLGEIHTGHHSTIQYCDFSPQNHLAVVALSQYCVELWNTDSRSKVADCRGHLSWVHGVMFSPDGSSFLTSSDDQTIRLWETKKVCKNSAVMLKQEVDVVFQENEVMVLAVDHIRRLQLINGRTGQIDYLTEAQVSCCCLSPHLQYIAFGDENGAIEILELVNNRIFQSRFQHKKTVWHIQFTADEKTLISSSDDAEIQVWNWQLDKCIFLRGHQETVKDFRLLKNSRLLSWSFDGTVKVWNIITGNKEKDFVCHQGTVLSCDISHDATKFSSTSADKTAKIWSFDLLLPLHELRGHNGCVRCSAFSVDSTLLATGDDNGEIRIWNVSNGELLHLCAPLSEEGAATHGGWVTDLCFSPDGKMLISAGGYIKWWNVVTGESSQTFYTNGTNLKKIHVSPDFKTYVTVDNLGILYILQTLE
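Material: reconstituted apoptosome with Apaf-1, cytochrome c, caspase-9, procaspase-3, dATP. Technique: Rh110 fluorescence intensity. Buffer or medium: pH 7.5 Hepes buffer with CHAPS, BSA, DTT. Times: 30 min plus 50 min, RT.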
* hit, by the source's call; · = no result given.

SMILES	SENP1 inh	SENP8 block-1	SENP7 block	SENP6 inh	UBC13 inh	APOBEC3G inh	SENP8 block-2	Apaf-1 inh
CC(C)C(NC(=O)C1CCC(C(C)(C)C)CC1)C(=O)NCc1cccnc1 (stereo unspecified)	2	3	-2	9	3	-2	19	8
CC(C)CNC(=O)CC(NCC(C)C)C(=O)O (stereo unspecified)	·	-3	5	7	-5	1	·	1
O=C(NC1CCCC1)c1nc2c(nnn2Cc2ccccc2Cl)c(=O)[nH]1	1	4	2	-8	-11	-6	1	-15
O=C(O)Cc1sc(N/N=C\c2ccncc2)nc1-c1ccccc1	71	-3	-6	-10	-15	-13	-21	-7
Cc1ccc(S(=O)(=O)Nc2ccc(Br)cc2C(NCC(=O)O)c2ccccc2)cc1 (stereo unspecified)	1	2	3	-14	8	-12	13	15
Cc1ccc(NC(=S)N2CCCCCC2)c(C)c1	3	-8	11	-9	2	-4	-2	7
COC(=O)c1scc(S(=O)(=O)C(C)(C)C)c1N	-6	3	3	-8	5	-2	-142	-21
CCN(CC)CCNC(=O)c1cn(CCOC)c(=O)c2c1c1ccccc1n2C	0	-13	-7	-12	3	-8	-307	12
O=C(O)c1ccc2c(=O)n(Cc3ccccc3)c(SCc3ccc([N+](=O)[O-])cc3)nc2c1	2	4	-5	-1	-3	-8	8	15
O=c1cc(NS(=O)(=O)c2ccccc2)nc(SCc2ccccc2Cl)[nH]1	-2	5	14	2	-8	0	24	8
COc1cc(O)c(C(CCN2CCCCC2)c2cc(OC)c(OC)c(OC)c2)c(OC)c1 (stereo unspecified)	1	-3	2	10	6	-4	13	3
COc1cccc(C(=O)OCCN2CCOCC2)c1	0	-1	2	-14	8	-8	8	-19
O=C(NC(CO)C(O)c1ccc([N+](=O)[O-])cc1)C(Cl)Cl (stereo unspecified)	1	-5	-9	-18	-4	-7	7	5
CCNC(=O)Oc1ccc(-c2csnn2)cc1	3	0	-4	-2	-4	-4	-3	-5
COC(=O)[C@@]1(Cc2ccc(OC)cc2)[C@@H]2[C@@H](CC(=O)[C@H]2CC(=O)C(=O)N(C)C)CN1C(=O)c1ccccc1	2	5	2	-18	2	-2	13	-2
Cc1ccc(C)c(S(=O)(=O)Nc2ccc(C(=O)NCCc3ccccn3)cc2)c1	-1	-5	-1	3	-6	-8	13	-11
O=C(COC(=O)CNC(=O)c1ccccc1F)Nc1cccnc1Cl	1	3	3	11	16	-7	19	-8
O=C(O)c1ccc(N2CCN(C(c3ccccc3)c3ccccc3)CC2)c([N+](=O)[O-])c1	2	1	-9	-2	-1	-7	11	7
Cc1cc(C)nc(N2CCCC(C(=O)Nc3cccc(Cl)c3)C2)n1 (stereo unspecified)	0	6	-2	12	5	-8	-19	9
CSc1ccc(CNC2CC2)cc1	1	5	6	-5	6	-4	16	-13
CCOC(=O)C1=C(C)NC(SC(C)=O)=NC1c1ccc(OC(C)=O)c(OC)c1 (stereo unspecified)	1	5	2	14	6	-7	24	3
COc1ccc(-c2ccc(SCC(=O)N3CCOCC3)nn2)cc1OC	2	5	1	-7	-3	-6	8	3
CSc1ccccc1NC(=O)Cc1ccc(Br)cc1	1	-9	3	13	17	1	7	10
COc1ccc(CC(=O)OCc2nnc(C3COc4ccccc4O3)o2)cc1OC (stereo unspecified)	0	-1	-4	14	5	3	8	10
O=[N+]([O-])/C(N=Nc1ccccc1)=N\Nc1ccccc1	0	-2	-2	-11	-5	-5	0	-3
O=C(CN1CCN(S(=O)(=O)c2ccccc2F)CC1)Nc1ccccc1C(=O)c1ccccc1	1	-3	0	2	6	1	7	12
Nc1ccc(O)c([N+](=O)[O-])c1	1	7	2	0	-34	2	26	5
O=C(NCc1ccc(F)cc1Cl)C1CCN(S(=O)(=O)N2CCCCC2)CC1	2	2	3	15	4	0	-2	2
O=C(Nc1ccc(Cl)cc1)Nc1ccc2c(c1)N1CCN=C1S2	-1	-61	-8	-55	12	-2	9	22
Cc1ccc(SCC(=O)OCC(=O)NCc2cccs2)cc1	3	-8	3	-18	1	-1	-3	8
CCCOC(=O)C1=C(C)NC(=O)NC1c1ccc(Br)s1 (stereo unspecified)	-1	4	7	10	0	1	5	11
Cc1ccc(CN2CCSc3ccc(C(=O)NCC4CCCO4)cc32)cc1 (stereo unspecified)	2	6	-4	-9	17	-2	-364	16
Cc1nc2c3cnn(-c4ccc(C)c(C)c4)c3ncn2n1	-9	38	44	58*	0	1	-482	23
CCN1CCN(c2nc3c(C)cccn3c(=O)c2/C=C(\C#N)C(=O)NCCCOC)CC1	-25	2	1	-2	-4	-4	-289	0
C=CCOn1c(=O)c(C)[n+]([O-])c2ccccc21	2	7	0	1	2	-3	-111	0
COc1ccc(NC(=O)C(C)N2CCN(C)CC2)cc1 (stereo unspecified)	0	-9	-9	8	-6	-8	22	3
CC(C)c1csc(CN2CCC(CO)(Cc3cccc(F)c3)CC2)n1	2	1	10	18	-4	-3	13	2
CC(C)CC(=O)Nc1ccc2ccccc2c1	3	-5	-7	0	-17	-1	12	4
CCN(CC)C(=O)CSc1nnc(-c2ccc(F)cc2)n1N	4	-3	1	22	3	-2	11	-2
CCOC(=O)c1cnn(-c2ccccc2)c1N	2	-9	-12	-37	-2	-9	11	-15
Cc1cc(C)c2sc(N(CCCN(C)C)C(=O)c3ccc(S(=O)(=O)N(C)Cc4ccccc4)cc3)nc2c1	-1	3	-5	-20	96*	-5	13	37
O=[N+]([O-])c1ccc2oc(-c3cccc(O)c3)nc2c1	1	85*	88*	65*	-4	-7	13	-5
COc1cccc(NC(=S)N(CCN(C)C)C(C)c2cccnc2)c1 (stereo unspecified)	3	7	4	21	-4	-5	13	-14
COc1cccc(C(=O)NCCCn2ccnc2)c1	2	-3	-7	-6	10	-12	7	0
CN(C)c1ccc(/C=C/c2nc3ccccc3c(=O)n2CCO)cc1	-22	-12	-9	-23	-12	-18	-8	13
CC(=O)N/C(=C\c1ccccc1)C(=O)OCC(=O)Nc1cc(S(=O)(=O)N(C)C)ccc1Cl	1	-4	4	5	0	-12	5	-8
CN(C)c1ccc(NC(=O)CN2CCC(C(=O)c3ccc(F)cc3)CC2)cc1	1	-7	-1	-7	-19	-3	25	8
COc1ccc(NC(=O)c2ncn[nH]2)cc1	2	-1	5	-23	0	-4	4	-3
COc1cc(/C=N/Nc2ccc(C(=O)O)cc2)cc(OC)c1OC	-2	74*	71*	88*	-9	0	-134	-3
COc1cccc(N2CC(NS(=O)(=O)c3cccnc3)CC2=O)c1 (stereo unspecified)	0	-12	-7	-3	-6	-5	6	2
Cc1cccc(-n2ccnc2SCC(=O)Nc2ccc3c(c2)OCCO3)c1	2	6	8	-10	6	-5	24	6
CCNC(=O)N1CCN(CCCC(c2ccc(F)cc2)c2ccc(F)cc2)CC1	-2	-3	9	5	2	3	7	5
Cn1cc(CN2CCCCC2CO)c(-c2ccc(Oc3ccccc3)cc2)n1 (stereo unspecified)	0	-4	2	10	2	0	5	-4
COc1cccc2sc3ccc(NCc4ccc5c(c4)OCO5)cc3c(=O)c12	-28	-12	16	-4	-70	-9	-49	16
CCN(Cc1ccncc1)C(=O)CC1C(=O)NCCN1Cc1ccc(F)c(F)c1 (stereo unspecified)	-2	-6	-2	-10	-9	-8	-19	4
CCOC(=O)c1c(N)sc(C(O)(C(F)(F)F)C(F)(F)F)c1-c1ccc(F)cc1	1	-1	2	-6	-21	-6	31	14
CCN1CCN(C(CNC(=O)c2ccc3c(c2)OCO3)c2cccnc2)CC1 (stereo unspecified)	0	3	3	14	-3	-6	16	-9
Cc1ccc(C(=O)Nc2cccnc2)cc1Cl	0	41	44	46	12	-3	4	7
Cc1ccc(S(=O)(=O)N(CCC(=O)N2CCOCC2)c2ccccc2)cc1	2	3	1	-3	1	9	11	-7
CC[C@]1(C(=O)OC)[C@H]2C(=O)N(Cc3ccccc3)C(=O)[C@H]2[C@H]2CN=C(SCC(=O)c3ccccc3)N21	-2	·	6	·	·	7	9	10

Among those listed so far, these contain a thiophene ring, fused or not.
SMILES	SENP1 inh	SENP8 block-1	SENP7 block	SENP6 inh	UBC13 inh	APOBEC3G inh	SENP8 block-2	Apaf-1 inh
COC(=O)c1scc(S(=O)(=O)C(C)(C)C)c1N	-6	3	3	-8	5	-2	-142	-21
Cc1ccc(SCC(=O)OCC(=O)NCc2cccs2)cc1	3	-8	3	-18	1	-1	-3	8
CCCOC(=O)C1=C(C)NC(=O)NC1c1ccc(Br)s1 (stereo unspecified)	-1	4	7	10	0	1	5	11
CCOC(=O)c1c(N)sc(C(O)(C(F)(F)F)C(F)(F)F)c1-c1ccc(F)cc1	1	-1	2	-6	-21	-6	31	14

Next section.
SMILES	SENP1 inh	SENP8 block-1	SENP7 block	SENP6 inh	UBC13 inh	APOBEC3G inh	SENP8 block-2	Apaf-1 inh
Cc1c(-c2ccccc2)cn2c1-c1ccc(C)n1CC2	-26	-3	-5	2	-1	-4	-124	4
CCN(CC)CCN(Cc1cc2cc3c(cc2[nH]c1=O)OCCO3)C(=O)NC1CCCCC1	-2	2	3	3	4	-1	-275	-1
COc1ccccc1N1CCN(C(=O)CSc2ncccc2-c2nc3ccccc3[nH]2)CC1	-5	0	1	-6	10	-2	-278	6
O=[N+]([O-])c1ccc(N2CCN(CC(O)COc3ccccc3)CC2)cc1 (stereo unspecified)	-7	-2	3	-4	1	-4	25	0
CN(c1ccccc1)S(=O)(=O)c1ccc(Cl)nc1	3	3	15	2	-4	4	3	-1
C=CCNC(=S)NNC(=O)c1ccccc1OCC	3	2	-5	-10	-2	-4	22	-14
CC(C)[C@H](NC(=O)N1CC(=O)Nc2ccccc21)C(=O)N[C@H](Cc1ccccc1)C(=O)O	2	-5	-8	-10	5	-6	29	-7
O=C1N=C(N2CCCC2)S/C1=C\c1cn[nH]c1-c1ccccc1	·	7	18	16	3	3	·	4
CCC(C)[C@H](NC(=O)N1CCn2c1nc1ccccc12)C(=O)NCc1ccccc1 (stereo partly specified)	0	3	4	-4	-3	0	8	9
C#CCOc1c(Br)cc(/C=N\NC(=O)CN2CCOCC2)cc1OCC	0	3	8	-14	0	1	10	8
CCOc1ccccc1CN1CCN(C2CCOCC2)CC1CCO (stereo unspecified)	0	4	7	0	-4	1	10	-1
CN1c2ccccc2C(C)(C)C12CC(CCl)=NO2 (stereo unspecified)	1	7	5	18	-9	-6	11	6
COc1ccc(CN2C[C@H](C)[C@@H](CC(=O)NCc3ccccc3)C2=O)cc1	0	6	4	-10	5	-11	10	-10
O=C(c1cnn2ccccc12)N1CCN(C2CCCCC2)CC1	0	-9	-13	-9	-7	-14	-11	-1
O=C(Nc1ccccc1)c1ccc(NC(=O)C2CC2)cc1	2	33	62*	58*	-3	-2	2	4
O=C(CSc1ccccc1C(=O)O)Nc1cccc(C(=O)O)c1	-2	-4	12	-13	-5	-1	6	17
NC(=O)c1cc(NC(=O)CCNS(=O)(=O)c2cccc(C(F)(F)F)c2)cc(C(N)=O)c1	2	-1	7	-8	11	10	-1	4
CCOC(=O)c1sc(NC(=O)CSc2nc3ccccc3o2)c(C(=O)OCC)c1C	5	-1	2	5	2	-7	16	8
Cc1ccc(S(=O)(=O)Nc2ccc3cn[nH]c3c2)c(C)c1	-1	-14	0	-5	-8	-7	9	3
O=C1CCC(C(=O)N2CCCC(N3CCN(c4cccc(C(F)(F)F)c4)CC3)C2)=NN1 (stereo unspecified)	3	-3	11	-11	1	-2	15	-1
CCc1sc(C(=O)NCc2cc(C)n(C)n2)cc1Br	1	-1	4	-14	5	-6	3	-16
CSc1ccccc1NC(=O)CSc1n[nH]c(C)c1[N+](=O)[O-]	1	-4	-5	-3	12	-6	24	-12

Screening results (PubChem BioAssay)
